aSyn 5UTR inh = MLPCN primary screen, SNCA 5' untranslated region; AID 1813; alpha-synuclein 5'UTR reporter, inhibitor activity; 300,000 compounds, 0.82% hits; inhibition, % (tested at 7.5 µM); in the data active means inhibition above about 60%;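 further: H4 neuroglioblastoma cells stably carrying SNCA 5'UTR luciferase fusion; 0% = DMSO wells and 100% = positive control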
HSP90 inh = HSP90 refolding inhibition in rabbit reticulocyte lysate | luciferase refolding luminescence, 3 h | inhibition, % at 5.6 µM | 290,000 compounds, 0.91% hits;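 active means inhibition above the screen-wide mean plus 3 SD, computed separately per campaign, cut at about 16% in these data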;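 further: 0% = DMSO wells and 100% = 60 µM geldanamycin wells; inhibitors lower the luminescence because luciferase stays unfolded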
IEC-6 cytotox = counter-screen for KLF5 inhibitors: cytotoxicity in IEC-6 cells | 290,000 compounds, 0.78% hits | inhibition, % at 5 µM | IEC-6 cytotoxicity, luminescence viability; in the data active means inhibition above about 22%;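 further: 0% = plate median of test compound wells and 100% = cytotoxic reference compound wells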
HSF1 inhib = HSF1 inhibition; NIH3T3-HGL HSE-luciferase, MG132-induced, luminescence 8 h; hits give low values; activity change, negative = inhibition, % at 7.5 µM (by protocol); 300,000 compounds, 0.77% hits;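 active means more than half of replicate wells show activity change below -50%, luminescence cut by over half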;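 further: luciferase reports HSF-1 transcriptional activity via heat shock element; 0% = median of DMSO wells and -100% = zero luminescence signal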
DYRK1A inh = inhibitors of rat Dyrk1A kinase | ADP-Glo luminescence, NFATc1 peptide | Q63470 | 310,000 compounds, 0.43% hits | inhibition, % at 12.5 µM; in the data active means inhibition above about 50%;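 further: plate controls were vehicle with enzyme for no effect and no enzyme for full effect; many of its hits are not listed in these tables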
GSK3A inh = blocks human GSK-3 alpha kinase. P49840. ADP-Glo luminescence, 60 min. inhibition, % at 10 µM. 320,000 compounds, 0.1% hits. AID 2650;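 in the data active means inhibition above about 50%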;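 further: GST-tagged GSK-3 alpha with peptide substrate and 25 µM ATP; 0% = DMSO neutral wells and 100% = GW8510 positive control wells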
Target sequence (P49840 whole entry, looked up): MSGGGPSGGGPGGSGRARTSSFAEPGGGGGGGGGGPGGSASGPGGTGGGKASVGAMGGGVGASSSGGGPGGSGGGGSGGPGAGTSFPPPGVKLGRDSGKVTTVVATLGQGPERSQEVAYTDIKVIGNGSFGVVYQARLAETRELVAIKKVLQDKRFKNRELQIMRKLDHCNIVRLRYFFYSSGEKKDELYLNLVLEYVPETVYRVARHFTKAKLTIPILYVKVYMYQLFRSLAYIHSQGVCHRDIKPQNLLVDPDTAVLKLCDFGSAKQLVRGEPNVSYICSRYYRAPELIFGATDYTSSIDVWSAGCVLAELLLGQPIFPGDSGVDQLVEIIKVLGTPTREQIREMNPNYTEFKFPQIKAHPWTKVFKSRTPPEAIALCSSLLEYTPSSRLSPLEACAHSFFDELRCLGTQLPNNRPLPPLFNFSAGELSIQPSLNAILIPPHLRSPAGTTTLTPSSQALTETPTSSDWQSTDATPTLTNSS
Platelet DG rel = platelet dense granule release activity | human platelet-rich plasma, SFLLRN dense granule ATP release, luminescence | inhibition, %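 (compounds screened at 7.5 µM in platelet-rich plasma)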 | 300,000 compounds, 0.22% hits | AID 1663;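 active means mean replicate score, as percent of positive control, at or above 50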
GSK3beta inhib = blocks human GSK3beta kinase activity; AID 2097; P49841; 300,000 compounds, 0.038% hits; activity score (negative = inhibition), % at 10 µM; GST-GSK3beta kinase, ADP-Glo luminescence, 60 min; hits give low values;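 active means more than half of replicate wells score below -50%, meaning over 50% inhibition versus plate controls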;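 further: 0% = median DMSO wells and -100% = median GW8510 positive control wells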
Target sequence (P49841 whole entry, looked up): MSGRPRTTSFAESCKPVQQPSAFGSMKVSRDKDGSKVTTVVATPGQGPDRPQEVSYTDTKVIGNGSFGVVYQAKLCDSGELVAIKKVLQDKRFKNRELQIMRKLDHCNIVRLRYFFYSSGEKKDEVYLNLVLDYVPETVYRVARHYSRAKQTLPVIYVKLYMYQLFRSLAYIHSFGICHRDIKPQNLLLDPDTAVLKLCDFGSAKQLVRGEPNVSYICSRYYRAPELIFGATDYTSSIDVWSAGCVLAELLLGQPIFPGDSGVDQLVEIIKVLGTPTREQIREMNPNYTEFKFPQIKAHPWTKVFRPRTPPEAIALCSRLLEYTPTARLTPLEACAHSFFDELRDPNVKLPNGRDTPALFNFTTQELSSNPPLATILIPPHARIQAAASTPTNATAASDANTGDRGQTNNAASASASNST
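Test system – GST-tagged human GSK3beta kinase, cell-free · Incubation – 60 min enzyme reaction, room temperature · Signal – ADP-Glo luminescence · Also added – peptide substrate and ATP at 25 µM · Controls – DMSO neutral wells and GW8510 at 20 µM as positive · Buffer or medium – Tris/MgCl2 kinase buffer · Measure – Luminescence-derived activity versus plate DMSO and GW8510 wells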
HSF-1 act = increases HSF-1 driven luciferase reporter signal; 300,000 compounds, 1.7% hits; AID 504408; NIH3T3-HGL HSF-1 luciferase reporter, MG132, 8 h; 100% = twice DMSO control signal; activation, % at 9 µM;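 active means mean replicate activation of at least 50% with a set share of replicates each reaching 50%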;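 further: 0% = median of the neutral control wells and 100% = twice that signal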
KLF5 inh = suppresses KLF5 promoter-driven expression. DLD-1 KLF5 promoter-luciferase reporter, luminescence. inhibition, % at 5 µM. 290,000 compounds, 0.23% hits;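 active means inhibition above a per-plate limit of that plate's mean compound inhibition plus 3 SD, cut at about 60% in these data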;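 further: 0% = DMSO wells and 100% = LY294002 at 200 µM; higher means less KLF5 promoter-driven luciferase light; inactives centre near -14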
Starred values were filed as active, the others as inactive; · = not tested or not shown. The list is partial (hit frequency here may not be typical).

SMILES	aSyn 5UTR inh	HSP90 inh	IEC-6 cytotox	HSF1 inhib	DYRK1A inh	GSK3A inh	Platelet DG rel	GSK3beta inhib	HSF-1 act	KLF5 inh
CCOC(=O)CN(C(=O)CNC(=O)c1ccco1)C(C(=O)NC1CCCC1)c1ccccc1OCC (centres undefined)	-14	0	-6	8	7	0	0	0	8	-10
C/C(=N\N)c1c(-c2ccccc2)c2cc(Br)ccc2[nH]c1=O	18	3	-4	0	6	0	2	2	12	-6
O=C1CCCN1CCCN1C(=O)N[C@@H](Cc2ccccc2)C1=O	-5	0	-5	0	7	-3	-2	2	-11	-7
O=C(COc1ccc2ccccc2c1Br)Nc1cccnc1	-210	0	-5	8	6	-1	-14	1	41	-27
COc1ccc(-c2nnn(CC(=O)NCc3cccs3)n2)cc1OC	11	-1	-2	2	-3	0	6	0	-3	-2
COc1ccccc1N1CCN(C/C(C)=C/c2ccccc2)CC1	-2	-2	4	6	1	4	-1	8	-4	-13
O=C(c1ccc2c(c1)OCO2)N(CC1CCCO1)C1(C(=O)NC2CCCC2)CCCCC1 (centres undefined)	-3	-2	-7	7	3	-2	-7	-3	-6	-7
CC[n+]1c(C)sc2c3ccsc3ccc21	-24	5	-15	0	2	-1	-4	0	-7	-11
CC(=O)OCC(=O)[C@@]1(O)CC[C@H]2[C@@H]3C[C@H](C)C4=CC(=O)C=C[C@]4(C)[C@H]3[C@@H](O)C[C@@]21C	-4	-3	0	-45	-1	1	-1	-3	-53	-15
Cc1cc(Nc2ccc(Cl)cc2)nc(N)n1	-111	-1	2	12	1	0	-6	1	29	-111

Entries shown so far that have four or more nitrogen atoms (two):
SMILES	aSyn 5UTR inh	HSP90 inh	IEC-6 cytotox	HSF1 inhib	DYRK1A inh	GSK3A inh	Platelet DG rel	GSK3beta inhib	HSF-1 act	KLF5 inh
COc1ccc(-c2nnn(CC(=O)NCc3cccs3)n2)cc1OC	11	-1	-2	2	-3	0	6	0	-3	-2
Cc1cc(Nc2ccc(Cl)cc2)nc(N)n1	-111	-1	2	12	1	0	-6	1	29	-111

(more compounds)
SMILES	aSyn 5UTR inh	HSP90 inh	IEC-6 cytotox	HSF1 inhib	DYRK1A inh	GSK3A inh	Platelet DG rel	GSK3beta inhib	HSF-1 act	KLF5 inh
O=C(Nc1ccccc1N1CCCC1)c1cc(S(=O)(=O)N2CCOCC2)ccc1Cl	-5	·	·	4	1	6	-5	-2	13	·
CCN=C1SC(CC(=O)NCCc2ccc(OC)c(OC)c2)C(=O)N1CC (centres undefined)	6	-1	2	0	4	-4	1	4	-13	2
O=C(Nc1nccs1)c1ccc(Cl)nc1	-35	5	6	-7	8	2	-1	-5	6	-50
COc1cccc(NC(=O)CC(=O)c2ccccc2)c1	-111	2	2	18	-6	-3	0	-2	41	-72
C#CCn1c(=NC(=O)CN2C(=O)CCC2=O)sc2cc(S(N)(=O)=O)ccc21	-5	-2	6	-12	-3	1	-22	2	-1	-16
CCOC(=O)N1CCN(S(=O)(=O)c2ccc(OC)cc2)CC1	4	-1	-8	3	-1	0	1	2	5	-11
COc1ccccc1CNC(=O)CCS(=O)(=O)c1ccc2c(c1)CCN2C(C)=O	25	-5	-1	2	-2	0	-37	5	-2	-23
O=S(=O)(Nc1cccc(-n2cnnn2)c1)c1cc(Br)ccc1Br	-1	-7	1	-5	-5	-2	3	4	-5	-4
Cc1c(C(=O)O)oc2ccc(S(=O)(=O)NCCC3=CCCCC3)cc12	-3	-1	0	3	-11	2	3	1	2	-1
CCOC(=O)C1CCN(C(=O)C2CCN(S(=O)(=O)c3cc(Cl)ccc3OCC)CC2)CC1	-6	-1	3	-2	-4	-5	19	5	1	-33
CCn1c(SCC(=O)Nc2ccc3c(c2)OCCO3)nnc1C1CC1	-6	-3	-6	1	-6	-4	-3	·	14	-3
COc1ccccc1CNC(=O)Cn1ccc2cc(S(=O)(=O)N3CCCC3)ccc21	-4	3	0	-4	-4	·	0	1	-6	-1
Cc1cc(S(=O)(=O)Nc2ccc(C(=O)NCc3cccnc3)cc2)ccc1F	-10	·	·	-5	13	·	5	2	-4	·
COc1cccc(N2CC(C(=O)Nc3c(C)cccc3C)CC2=O)c1 (centres undefined)	-5	-1	0	-3	2	2	1	-1	-21	0
Nc1cc(CN2C(=O)c3ccccc3C2=O)cc(Cl)c1O	-51	2	4	4	3	-1	0	-1	2	-2
CCN(C(=O)N1CCOCC1)c1ccccc1	-9	-3	-8	-2	-3	·	2	3	4	-17
C=CCn1c(NCc2cc(C)ccc2O)nc2ccccc21	-12	-2	4	10	9	1	1	1	13	-42
CCC1Nc2ncnc(N3CCOCC3)c2N(Cc2ccccc2)C1=O (centres undefined)	-5	·	·	-3	11	-1	-1	-1	-1	·
CC(C)(CO)Nc1nc(Nc2ccccc2)nc(Nc2ccccc2)n1	31	-1	7	-8	14	-1	0	3	-1	-12
Cc1cccc(NC(=O)c2ccc(OC3CSC3)cc2)c1	-177	0	5	29	5	-1	35	-1	45	-80
COC(=O)CCC(=O)OC1(C)C(=O)C=C2C=C(C3CC3)N(CCCCO)C=C2C1=O (centres undefined)	-14	·	·	-9	12	-1	-1	0	-24	·
CCOC(=O)/C(C#N)=C/c1ccc(OC(=O)c2ccco2)c(OCC)c1	9	0	0	-5	-67	0	0	0	5	-20
CC12CCC(C1)C(C)(C)C2OC(=O)c1ccccc1C(=O)O (centres undefined)	-5	-2	-5	5	3	-2	0	12	-1	0
CC(C)(C)c1ccc(-c2nnc(SCC(=O)O)n2N)cc1	-1	1	2	-2	3	-4	4	4	-5	2
Cc1noc(C)c1C(=O)NC(C)c1ccc(Cl)cc1Cl (centres undefined)	-9	-1	-2	-3	-1	2	3	0	-4	-29
COC(=O)c1[nH]nc(-c2ccccc2)c1-c1ccccc1	1	·	·	3	·	1	-9	2	13	·
CC1(C)CC2(CC(C)(C(=O)CSc3nc4ccccc4s3)OC2=O)C(=O)O1 (centres undefined)	10	1	-5	-12	6	1	4	-1	4	-5
O=C1/C(=C/c2ccccc2O)SC(=S)N1Cc1cccnc1	-34	1	5	-5	-3	0	2	0	-1	-22
COCc1ccc(CN2CCCC(CCC(=O)NCc3cccc(OC)c3)C2)o1 (centres undefined)	0	0	5	·	-2	1	-7	-3	·	-8
Cc1nc2nc(-c3ccc(Cl)cc3)cn2nc1C	46	15	-1	8	-11	1	8	-1	18	-142
Cc1cc(NC(=O)c2ccc(S(=O)(=O)N(C)C)cc2)n(-c2ccccn2)n1	-8	-1	-1	-1	-7	0	-5	1	19	-8
COc1cccc(/C=C/C(=O)c2ccc3c(c2)OCCO3)c1OC	-307	1	-4	30	0	-5	-2	-1	23	-159
O=C(CN1C(=O)S/C(=C\c2ccccc2Cl)C1=O)NCCCn1ccnc1	-19	4	-2	-1	4	-6	-1	1	15	-6
CCCC1C2C(=O)N(c3ccccc3OCC)C(=O)C2ON1c1ccccc1 (centres undefined)	20	5	-1	4	-1	·	-2	0	-3	15
CCOC(=O)Nc1nc(C)c(C(=O)c2ccc(Cl)cc2)s1	-15	1	-4	2	10	33	0	0	11	0
COc1ccc(NC(=O)N2CCNC(=O)C2CC(=O)Nc2ccc(F)cc2)cc1 (centres undefined)	7	0	-4	0	·	-2	-7	-2	5	-7
C(=N\N1CCN(c2ccccn2)CC1)/c1cccc2ccccc12	-37	-3	-5	-2	·	-1	-27	1	8	-33
Cc1cc(SCn2nnc3ccccc3c2=O)nc2ccccc12	-50	-4	8	33	-8	12	-1	-1	48	-15
CNc1c(NS(=O)(=O)c2cc(OC)ccc2OC)c(=O)oc2ccccc12	-8	1	-5	-2	-1	0	-3	·	13	1
O=C(COc1ncnc2ccccc12)N1CCN(C(=O)c2ccco2)CC1	-14	-1	-5	0	9	13	-8	1	1	-25
COc1ccc(CNc2nc3ccccc3n2Cc2ccc(Cl)cc2)cc1OC	-7	-2	0	3	-5	1	6	0	5	-13
CC(=O)Nc1ccc2nc(-c3cccs3)[nH]c2c1	-110	-6	1	9	4	-2	5	2	30	-63
CCCc1ccc(OCc2ccc(C(=O)OC)o2)c(OC)c1	0	24*	1	-6	-8	-2	15	4	0	-100
CCCc1c(C(=O)N/N=C/c2ccncc2)nnn1-c1nonc1N	-1	2	4	0	-4	·	4	-2	-2	-13
O=C(Nc1ccc2c(c1)CCC2)c1cccc(F)c1	-143	-2	6	32	0	-2	-7	3	48	-165
COc1cc(/C=C2\SC(=S)N(CCC(=O)Nc3cccc(O)c3)C2=O)cc(OC)c1OC	-15	2	-1	15	14	-4	8	-1	30	-13
Cc1ccc(C(=O)Nc2ccc(S(=O)(=O)N3CCOCC3)cc2)cc1C	14	0	-1	-3	·	-4	-11	0	3	-42
COc1ccc(OC(C)C(=O)N(C)Cc2nc(-c3ccc(C)cc3)no2)cc1 (centres undefined)	-8	-2	8	7	-1	2	1	3	15	-16
COc1ccccc1CNCc1cc(OC)c(OC)cc1OC	17	2	5	-13	7	3	5	-1	-6	12
COc1ccccc1NC(=O)Cn1nc(C(F)(F)F)c2c1CCCC2	7	1	2	3	4	2	-13	-3	12	-48
More compounds follow.
SMILES	aSyn 5UTR inh	HSP90 inh	IEC-6 cytotox	HSF1 inhib	DYRK1A inh	GSK3A inh	Platelet DG rel	GSK3beta inhib	HSF-1 act	KLF5 inh
CCOc1ccc(NC(=O)CN(c2ccc(OC)c(OC)c2)S(=O)(=O)c2ccc(C)cc2)cc1	30	1	1	-2	·	2	-15	4	13	-17
Cc1nn(C(C)(C)C)c(OC(=O)c2ccc3c(c2)OCO3)c1Sc1ccccc1	-32	2	5	-6	2	2	3	0	1	-34
O=C(c1nc2nc(-c3ccccc3)cc(C(F)(F)F)n2n1)N1CCCCC1	·	-2	7	·	-8	0	·	·	·	11
CC(=O)N1CCc2ccc(S(=O)(=O)Nc3ccccc3Cl)cc21	11	3	1	3	2	0	6	2	8	-60
O=C(C1CCOCC1)N1CCC(CO)(CCc2ccccc2)CC1	9	1	3	-3	-1	0	-1	-1	1	-3
Cc1cc(NC(=O)NC(=O)c2cccc(OC(F)(F)C(F)F)c2)n[nH]1	-119	1	6	8	1	-2	-6	1	27	-34
CC1CCN(c2nc3nonc3nc2N2CCC(C)CC2)CC1	32	-1	-1	-1	-16	-2	-2	-1	-6	-43
N#Cc1c(N)nc2c(c1-c1cccc(O)c1)CCCCCC2	43	-2	3	6	3	1	-2	3	7	8
Cc1ccc2c(c1)CCCN2C(=O)c1c(C)noc1C	1	0	3	-6	-2	-2	2	3	15	-8
CCOc1ccc(Cc2nn[nH]n2)cc1	-4	1	-6	-1	-5	-1	-7	2	-3	-17
CCCCN(C(=O)CSc1nnc(Nc2ccc(C)c(C)c2)s1)c1c(N)n(Cc2ccccc2)c(=O)[nH]c1=O	-19	-1	1	21	2	-1	11	1	16	4
CC(=O)Nc1ccc(N=Cc2c(O)c3ccccc3oc2=O)cc1	0	-6	-4	26	-2	-4	-1	0	63*	6
CCOC(=O)CSCC(=O)N1N=C(c2cccs2)CC1c1ccc(F)cc1 (centres undefined)	23	1	9	1	-5	-3	14	2	11	-22
O=C1NCN(c2ccccc2)C12CCN(c1nnnn1-c1ccccc1)CC2	2	4	6	4	·	-6	·	2	23	-23
O=C(CN1CCN(C2CCCCC2)CC1)Nc1ccccc1N1CCCCC1	16	-2	4	3	7	1	-1	-1	23	-30
CCCCC(=O)NC(c1ccccc1OC)c1ccc2cccnc2c1O (centres undefined)	101*	14	24*	-20	3	-1	-6	2	-25	76*
